# Compound activity as filed in PubChem.
# RSV antiviral HEp-2 = RSV antiviral activity via CPE protection, HEp-2 cells, primary 10 µM value included (AID 2391). one-dose CPE inhibition, % at 10 µM; IC50 in µM for titrated hits. HEp-2 cells, RSV-induced CPE inhibition; higher % means a stronger effect. actives 0.13% (n = 310,000); in the data active = a potency from the dose series; inconclusive = CPE inhibition mostly from about 23% at the one dose, without a potency; inactive = the rest, 99 in 100 with CPE inhibition below about 21%; note: strong numbers were not always called active
# TNAP activation fold = human TNAP enzyme activators, primary screen, biochemical, luminescent, no phosphate acceptor, uHTS (AID 1001); activation fold at 20 µM, or EC50 in µM where a hit was titrated; Alkaline phosphatase, tissue-nonspecific isozyme (Homo sapiens); purified TNAP, luminescent activation assay, no phosphate acceptor; higher activation fold means a stronger effect; actives 0.03% (n = 200,000); in the data active = activation fold from about 3, or a potency from the dose series; inactive = the rest, 99 in 100 with activation fold below about 1.6; note: many of its hits are not listed in these tables
# Rac1 GTP hydrolysis = MgcRacGAP GTPase-activating activity inhibitors, confirmation, biochemical, ADP Hunter fluorescence | Rac GTPase-activating protein 1 (Homo sapiens) | MgcRacGAP-stimulated Rac1 GTP hydrolysis, ADP Hunter fluorescence; higher % means a stronger effect; GST-tagged Rac1 F28L mutant substrate | one-dose inhibition, % at 30 µM; IC50 in µM for titrated hits | actives 0.6% (n = 340,000) | AID 624330, 2012;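 active = first-screen hits whose inhibition reached a set limit at any dose in the follow-up dose series; inconclusive = inhibition above the set first-screen limit but never retested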;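 note: fluorescence reports GDP produced by GAP-driven GTP hydrolysis; strong numbers were not always called active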
# Large T inhibition = SV40 large T antigen inhibitors, biochemical (AID 1903) | SV40 large T antigen ATPase/helicase inhibition assay; higher % means a stronger effect | inhibition, % at 20 µM, or IC50 in µM where a hit was titrated | actives 0.39% (n = 310,000); in the data active = a potency from the dose series; inconclusive = inhibition mostly from about 32% at the one dose, without a potency; inactive = the rest, 99 in 100 with inhibition below about 32%; note: strong numbers were not always called active
# PhoP inhibition = inhibitors of PhoP regulon expression, primary screen, Salmonella Typhimurium, GFP reporter (AID 1863); S. Typhimurium PhoP-regulated promoter GFP reporter, 4 h; higher % means a stronger effect; one-dose inhibition, % at 50 µM; IC50 in µM for titrated hits; actives 0.16% (n = 300,000);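 active = inhibition over 29.93%, a cutoff 3 SD above the screen mean, later confirmed by dose response; inconclusive = inhibition over 29.93% but no dose response follow-up; inactive = inhibition at most 29.93% or unconfirmed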;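 note: 0% = low Mg2+ inducing control and 100% = high Mg2+ repressing control; strong numbers were not always called active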
# T cell modulator = modulators of CD8 T cell-vesicle binding, primary screen, mouse 2C CD8+ T cells, flow cytometry; 2C CD8+ T cell-vesicle binding; hits give low values; calls only at 7 µM; actives 0.068% (n = 330,000); AID 2052, 2009;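 active = response, share of CD8 T cells binding vesicles, and their 90th percentile fluorescence all below set limits, cut at about 80% in these data, passing the limit was not always enough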
#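 Material: 2C TCR transgenic mouse naive CD8+ T cells, MACS-purified. Also added: QL9-charged Drosophila Ld/ICAM-1/B7-1 vesicles. Timing: binding 1.5 h at 37 °C. Measured by: high-throughput flow cytometry with anti-B7-1 and anti-CD8 staining. Read-out: percent CD8+ FL2 mean versus row control. Controls: Unloaded micro-vesicles (low), QL9 vesicles with 0.7% DMSO (high).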
# NTR1 agonist = agonists of NTR1, primary screen, imaging, U2OS cells, beta-arrestin-GFP, high content (AID 493036); Neurotensin receptor type 1 (Homo sapiens), P30989; NTR1-U2OS beta-arrestin-GFP spot imaging, agonist mode; activation, % at 20 µM; actives 0.17% (n = 330,000);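 active = activation at or above 40% of the spot to cytoplasm intensity ratio, with at least 20 cells analyzed; inconclusive = wells under 20 cells, flagged as cytotoxic or low count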;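 note: 0% = DMSO without peptide and 100% = 100 nM NTR1 peptide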
# Target sequence (P30989 whole entry, looked up): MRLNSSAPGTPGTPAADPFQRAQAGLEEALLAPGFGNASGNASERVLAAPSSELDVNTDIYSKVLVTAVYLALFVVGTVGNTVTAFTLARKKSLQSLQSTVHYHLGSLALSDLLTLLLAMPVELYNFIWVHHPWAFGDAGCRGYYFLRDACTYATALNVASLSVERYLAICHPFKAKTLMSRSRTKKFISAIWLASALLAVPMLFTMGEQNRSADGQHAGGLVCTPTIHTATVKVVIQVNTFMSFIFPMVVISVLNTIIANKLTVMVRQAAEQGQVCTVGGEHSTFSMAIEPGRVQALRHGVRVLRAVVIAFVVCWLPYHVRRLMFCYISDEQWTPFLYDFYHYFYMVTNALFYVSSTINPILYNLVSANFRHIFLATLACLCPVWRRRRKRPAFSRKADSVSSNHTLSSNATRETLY
# K1F lysis inhibition = inhibition of K1F phage lysis, E. coli UTI89, bacterial capsule biogenesis inhibitors, alamar blue (AID 488966); E. coli UTI89 K1F phage lysis, alamar blue, 2 h; higher % means a stronger effect; inhibition, % at 100 µM, or IC50 in µM where a hit was titrated; actives 0.02% (n = 340,000);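 active = phage lysis inhibition, versus mean bacterial control, above a set limit; inconclusive = no clear call, values can overlap the other calls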;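 note: capsule biogenesis inhibitors block K1F phage lysis so surviving cells raise fluorescence; higher fluorescence means more inhibition of phage lysis; actives were called in the ten point dose series up to 300 µM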
# Myeloid diff MLP = induction of myeloid progenitor differentiation, primary screen, cell-based, flow cytometry, MLPCN library. ER-HoxA9 myeloid progenitors, lysozyme-GFP differentiation. calls only at 10 µM. actives 1% (n = 360,000);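 active = normalized GFP-positive differentiation at or above the plate's own cutoff, the solvent-only control mean plus 3 SD; inconclusive = no clear call, values can overlap the other calls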;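 note: cells exposed to compound for four days before flow analysis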
# T cell modulator vesicle-bound % = recorded beside T cell modulator, whose call it bears; double positive events, %; measured here: CD8+ vesicle-bound cell fraction;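 binding gate set so that unloaded-vesicle control wells show 10% double positive cells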
# NTR1 agonist cell count 20 µM = also measured in NTR1 agonist; calls as there; cell count; measured here: cell count, cytotoxicity flag
# Myeloid diff MLP GFP+ MAC1+ % = recorded beside Myeloid diff MLP, whose call it bears; GFP+ MAC1+ double positive, %; measured here: differentiation confirmed by MAC1 staining
# Numbers without * were called inactive; i = inactive; ? = inconclusive; / = not tested or not shown; + = active, no number; [ ] = another dose, or the depositor's remark.
SMILES,RSV antiviral HEp-2,TNAP activation fold,Rac1 GTP hydrolysis,Large T inhibition,PhoP inhibition,T cell modulator,T cell modulator vesicle-bound %,NTR1 agonist,NTR1 agonist cell count 20 µM,K1F lysis inhibition,Myeloid diff MLP,Myeloid diff MLP GFP+ MAC1+ %
Cn1c(C(=O)N2CCCC(C(=O)NCCc3ccccc3)C2)cc2sccc21 (stereo not given),1.4%,1,14%,10%,-6%,i,33,-0.7,51,1.5%[50 µM],i,8.2
O=c1[nH]nc(-c2ccc(OCc3ccc(Cl)cc3Cl)cc2)o1,1.7%,/,6%,6%,3%,i,53,1.3,45,0.4%,i,0.4
CCCN(C(=O)c1ccc2c(SCC(=O)O)c3c(nc2c1)CCC3)c1cccc(C)c1,1.1%,/,9%,14%,-4%,i,36,-0.5,51,0.3%,i,0.0
O=c1onc(-c2ccccc2)c2ccccc12,/,/,5%,7%,/,i,15,-1.5,71,0.4%,i,1.1
CN(C)c1nnnn1-c1ccc(Cl)cc1Cl,3.1%,1.1,12%,-1%,6%,i,59,1.8,95,0.3%,i,0.1
O=C(NCC1CCCO1)c1cccnc1NCc1ccc(F)cc1 (stereo not given),1.9%,1,4%,/,/,i,19,0.3,52,0.2%,i,0.1
Cc1ccc(-n2nc3c(c2NC(=O)c2cccs2)CS(=O)(=O)C3)c(C)c1,0.3%,/,5%,18%,6%,i,48,-0.7,68,0.1%,i,0.6
COc1ccc(N(C)S(=O)(=O)c2ccc3c(c2)CCN3C(=O)C2CC2)c(OC)c1,7.8%,/,-9%,6%,6%,i,25,5.2,60,-0.5%,i,0.9
Cc1ccc(SCc2cc(=O)[nH]c(N3CCN(Cc4ccc5c(c4)OCO5)CC3)n2)cc1,2.1%,1,1%,10%,-17%,i,41,3.5,71,0.0%,i,2.7
COc1ccc(CNC(=O)C2CCN(S(=O)(=O)c3cccc(C(F)(F)F)c3)CC2)cc1,/,/,-4%,/,/,/,/,-1.2,53,-0.5%[50 µM],i,1.1
CCOc1ccc(NS(=O)(=O)c2ccc(SC)cc2)cc1,0.4%,1,-2%,11%,10%,i,14,1.7,31,-0.9%,i,2.5
COc1ccc(N(C(C)C(=O)N2CCC(Cc3ccccc3)CC2)S(C)(=O)=O)cc1 (stereo not given),-0.8%,1.1,12%,19%,11%,i,29,1.1,54,-0.2%,i,0.6
CCn1c(SCC(=O)c2ccccc2)nnc1-c1cc2cc(Br)ccc2o1,8.3%,1.1,9%,-9%,17%,i,52,2.9,47,1.4%,i,0.1
Cc1nn(C(C)C(=O)NNC(=S)Nc2ccc(F)cc2)c(C)c1[N+](=O)[O-] (stereo not given),1.2%,1.4,10%,16%,-8%,i,34,0.5,63,-2.0%,i,1.4
Cc1ccc2nc(NC(=O)CN3CCOCC3)sc2c1,0.1%,1,3%,-4%,10%,i,24,-1.3,36,0.2%,i,0.5
Cc1c(Br)ccc(NC(=O)Cn2nc(-c3cccs3)ccc2=O)c1C,0.3%,/,-2%,?,9%,i,24,3.5,39,0.0%,i,0.7
CC1CC(C)CN(C(=O)CSc2nnc(CSc3ncccn3)n2C)C1 (stereo not given),1.1%,1.1,5%,24%,12%,i,13,-0.6,97,0.2%,i,1.4
C=CCn1c(SCC(=O)N(C)C2CCS(=O)(=O)C2)nc2ccccc2c1=O (stereo not given),-0.4%,1.1,2%,1%,3%,i,32,1.2,32,-0.4%,i,0.3
Cc1c(NC(=O)N2CCCCCC2)c(=O)n(-c2ccccc2)n1C,2.4%,1.1,10%,2%,3%,i,30,1.1,68,1.1%,i,1.3
CCn1c(C)nc2cc(C(=O)N/N=C/c3ccc(N4CCOCC4)cc3)ccc21,1.4%,1.2,9%,3%,-8%,i,40,-1.5,82,-1.4%,i,0.4
COc1ccc(NS(=O)(=O)c2ccc(NC(=S)NC(=O)/C=C/c3ccc(C)cc3)cc2)nn1,3.1%,1,9%,10%,-5%,i,3,1.0,72,-0.3%[50 µM],i,0.3
CCOC(=O)c1c(-c2ccc(-c3ccccc3)cc2)csc1NC(=O)CCC(=O)O,6.9%,/,10%,17%,/,i,33,-0.3,76,-0.1%,i,0.3
CNc1nc(Cl)c(SC)c(NC2CCCCC2)n1,1.5%,1.1,1%,6%,5%,i,51,2.8,79,0.0%,i,0.5
CN(C)S(=O)(=O)c1cc([N+](=O)[O-])ccc1N1CCCCCC1,5.5%,0.9,12%,0%,-2%,i,34,-2.3,90,-0.3%,i,0.7
Cc1ccc(N=Nc2c(C)[nH][nH]c2=O)c(C)c1,-1.0%,1.1,8%,9%,3%,i,19,-1.1,94,0.2%,i,0.3

# Next section
SMILES,RSV antiviral HEp-2,TNAP activation fold,Rac1 GTP hydrolysis,Large T inhibition,PhoP inhibition,T cell modulator,T cell modulator vesicle-bound %,NTR1 agonist,NTR1 agonist cell count 20 µM,K1F lysis inhibition,Myeloid diff MLP,Myeloid diff MLP GFP+ MAC1+ %
N/C(=N\NS(=O)(=O)c1cc(C(F)(F)F)cc(C(F)(F)F)c1)c1ccccn1,0.2%,/,16%,17%,-2%,i,21,-0.7,53,0.8%,i,0.8
O=c1cc(C(F)(F)F)[nH]c2ccccc12,-0.4%,/,4%,4%,0%,i,27,-0.7,55,0.5%,i,0.6
Cc1ccc(-n2nc3c(=O)n(CC(=O)NCc4ccccc4)nc(C)c3c2C)cc1,1.0%,/,2%,2%,3%,i,9,-0.4,78,0.3%,i,2.9
CCc1ccc(O)c(N=Cc2ccccc2O)c1,-0.4%,1,37µM*,11%,5%,i,23,-1.0,42,1.3%,?,/
Fc1ccccc1C1CCN(Cc2nc(CC3CC3)no2)C1 (stereo not given),-0.8%,1.1,4%,6%,-5%,i,55,-0.3,41,0.7%,i,0.1
Cc1cccc(N(C2C=CS(=O)(=O)C2)S(=O)(=O)c2ccccc2)c1 (stereo not given),0.4%,1.1,7%,-3%,4%,i,38,9.4,69,0.2%,i,2.4
COCCN(Cc1ccccc1)P(=O)(O)c1ccccc1OCC(=O)O,/,1,0%,19%,-8%,i,27,-0.5,30,0.9%,i,0.8
CN(Cc1ccccc1F)C(=O)CN1c2cccc3cccc(c23)S1(=O)=O,2.1%,/,6%,-4%,-6%,i,21,1.6,60,0.7%[50 µM],i,0.7
Cc1[nH]c2ccccc2c1/C=N/Nc1ccc(F)cc1F,3.1%,1.2,/,-42%,40%,i,43,/,/,/,/,/
CN1CCN(C(=O)C2C3C=CC(C3)C2C(=O)O)CC1 (stereo not given),-0.3%,1.1,8%,5%,4%,i,35,1.1,37,0.8%,i,1.4
O=c1cc(CSc2nnnn2-c2ccccc2)nc(Nc2ccc(F)cc2)[nH]1,14%,1,8%,0%,-7%,i,37,12,81,0.1%,i,0.8
Cc1ccc(NC(=O)c2ccc(Cl)cc2[N+](=O)[O-])nc1,-1.6%,1.1,12%,7%,2%,i,54,-0.1,67,0.1%,?,/
O=c1[nH]c2ccc(N/C(=N/S(=O)(=O)c3ccccc3)c3ccccc3)cc2[nH]1,2.6%,1,1%,-1%,10%,i,48,4.9,45,2.6%[50 µM],i,0.3
COc1ccc(-c2cc3ccc(O)cc3oc2=O)cc1,56%,/,3%,21%,1%,i,42,3.5,63,-0.1%,?,/
COc1ccc(OC)c(C2=C[N+](=O)C(C)(C)C(C)(C)N2[O-])c1,2.7%,1.1,11%,/,-21%,i,16,-0.7,57,0.2%,i,0.4
Nc1cccc(N2C(=O)c3cccc4c(N)ccc(c34)C2=O)c1,2.5%,/,5%,9%,-88%,i,65,-3.1,79,0.0%,+,19*
COc1ccc(CCNC(=O)c2ccc(Cl)nc2)cc1,1.2%,/,6%,7%,-2%,i,33,-0.1,51,0.6%,i,0.6
Oc1ccc(C(=S)N2CCN(Cc3ccccc3)CC2)cc1,1.1%,/,26%,54%,-2%,i,1,-0.9,44,0.2%,i,0.5
COc1ccc(/C=N/NC(=O)C(=O)NCC2CCCO2)cc1 (stereo not given),1.7%,1,8%,4%,-8%,i,19,-1.1,64,-0.1%,?,/
Cn1cnnc1SCC(=O)NNC(=O)c1ccc(Cl)cc1,1.0%,1.1,4%,-9%,14%,i,33,-0.4,42,2.9%,i,0.5
C=CCN1c2ccccc2[C@]23C[C@@H](C(=O)OC)N(C(=O)OCC)C2=NC(C(=O)OC)=C(C(=O)OC)[C@H]13,0.3%,/,8%,17%,6%,i,15,-2.7,93,1.1%,i,1.8
CCOC(=O)Cc1csc(NC(=O)Cn2c(=O)oc3ccccc32)n1,4.2%,/,0%,6%,5%,i,12,0.6,54,0.2%,i,0.6
C=CCc1cccc(Cl)c1OCCCNC1CCCC1,-0.8%,/,36%,-4%,-3%,i,55,2.5,63,0.5%,i,0.8
CN(Cc1ccco1)C(=O)c1c[nH]c2ccc(S(=O)(=O)Nc3ccc4c(c3)OCCO4)cc2c1=O,0.1%,1,5%,12%,8%,i,44,-1.4,72,1.6%[50 µM],i,0.0
Cc1ccc(-c2nnn(CC(=O)N(Cc3ccccc3)C(C(=O)NC3CCCC3)c3ccncc3)n2)o1 (stereo not given),0.9%,1.2,0%,12%,-5%,i,32,3.1,62,-0.9%,i,5.2
O=C(Cc1csc(-c2cccc(Cl)c2)n1)Nc1cccc(S(=O)(=O)NC2=NCCC2)c1,4.6%,/,7%,23%,5%,i,59,0.6,58,-0.1%[50 µM],i,0.9
Cc1ccccc1C(=O)NNC(=O)C1CC(=O)N(Cc2ccccc2)C1 (stereo not given),-1.6%,/,5%,10%,-2%,i,30,1.4,57,0.9%[50 µM],i,0.6
CCOC(=O)C1CCN(C(=O)Nc2ccc(Cl)cc2Cl)CC1,2.6%,1,-1%,3%,11%,i,54,-1.7,90,0.2%,i,0.7
